PrPC TRFRET – inhibitors of human cell surface prion protein PrPC, primary screen, cell-based, TR-FRET; TR-FRET read-out; inhibition, % at 13.8 µM; 0.43% of 370,000 active; AID 720596, 2013; in the data active means inhibition above about 24%; further: 0% = median of the test wells and 100% = reference compound wells
GDH-TPI counter – GDH-TPI coupling enzyme inhibitors, primary screen, artefact control for M. tuberculosis FBA inhibitor project, biochemical, absorbance, full deck | GDH-TPI coupled enzyme counterscreen, NADH absorbance | AID 588335, 2011 | 1.2% of 360,000 active | inhibition, % at 4.8 µM; in the data active means inhibition above about 30%;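 further: 0% = DMSO wells and 100% = wells lacking the enzyme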
Rv3671c protease – Rv3671c serine protease inhibitors, primary screen, biochemical, fluorescence polarization, M. tuberculosis H37Rv | P9WHR9 | inhibition, % at 5.96 µM | 0.048% of 320,000 active; in the data active means inhibition above about 38%;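 further: extracellular domain of Rv3671c used as enzyme; 0% = enzyme with DMSO and 100% = no enzyme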
Target sequence (P9WHR9 whole entry, looked up, the tested form may be a part): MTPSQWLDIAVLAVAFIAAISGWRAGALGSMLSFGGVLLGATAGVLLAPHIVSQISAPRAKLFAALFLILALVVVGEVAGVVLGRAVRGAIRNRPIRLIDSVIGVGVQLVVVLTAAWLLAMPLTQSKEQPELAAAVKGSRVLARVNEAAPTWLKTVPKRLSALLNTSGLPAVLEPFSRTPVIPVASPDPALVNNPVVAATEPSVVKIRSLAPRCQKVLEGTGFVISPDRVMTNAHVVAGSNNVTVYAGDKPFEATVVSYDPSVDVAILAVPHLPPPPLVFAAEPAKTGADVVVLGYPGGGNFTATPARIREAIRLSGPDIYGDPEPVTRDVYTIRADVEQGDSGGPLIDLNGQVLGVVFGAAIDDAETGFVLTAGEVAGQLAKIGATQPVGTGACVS
MazF activator – activators of E. coli MazEF toxin-antitoxin RNase, primary screen, biochemical, fluorescence, uHTS; Endoribonuclease toxin MazF (Escherichia coli (strain K12)), P0AE70; FAM/BHQ RNA-DNA oligo cleavage fluorescence, 5 h; activation, % at 20 µM; 0.32% of 350,000 active; AID 504720, 2011; in the data active means activation above about 50%
Target sequence (P0AE70 whole entry, looked up): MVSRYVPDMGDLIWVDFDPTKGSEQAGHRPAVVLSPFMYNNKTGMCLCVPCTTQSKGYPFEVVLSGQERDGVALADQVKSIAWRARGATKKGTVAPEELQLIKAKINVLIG
FadD28 binding – inhibitors of FadD28 bisubstrate probe binding, primary screen, biochemical, fluorescence polarization, single point; inhibition, % at 12.5 µM; 0.22% of 360,000 active; in the data active means inhibition above about 8.5%, passing the limit was not always enough; inconclusive means no clear call, values can overlap the other calls
BoNT F protease – BoNT/F light chain protease inhibitors, primary screen, biochemical, flow cytometry, MLPCN library. Botulinum neurotoxin type F light chain protease (Clostridium botulinum). Multiplex microsphere protease cleavage assay. inhibition, % at 10 µM. 0.22% of 360,000 active. AID 588497, 2011; in the data active means inhibition above about 35%, passing the limit was not always enough; inconclusive means no clear call, values can overlap the other calls; further: plate controls were buffer without enzyme for full effect and enzyme alone for no effect
Mtb BioA inh – M. tuberculosis BioA enzyme inhibitors, primary screen, biochemical, plate reader, single point, HTS; inhibition, % at 9.99 µM; purified M. tuberculosis BioA enzyme; AID 602481, 2012; 7,8-diaminopelargonic acid synthase BioA (Mycobacterium tuberculosis); 0.096% of 360,000 active; in the data active means inhibition above about 40%; inconclusive means no clear call, values can overlap the other calls
Mtb UGM inh – M. tuberculosis UGM enzyme inhibitors, primary screen, biochemical, fluorescence polarization, single point | inhibition, % at 10 µM | 0.06% of 320,000 active | UDP-galactopyranose mutase (Mycobacterium tuberculosis (strain ATCC 25618 / H37Rv)), … | AID 504406, 2011 | purified UGM, fluorescence polarization probe displacement; in the data active means inhibition above about 10%, passing the limit was not always enough; inconclusive means no clear call, values can overlap the other calls
Target sequence (P9WIQ1 whole entry, looked up): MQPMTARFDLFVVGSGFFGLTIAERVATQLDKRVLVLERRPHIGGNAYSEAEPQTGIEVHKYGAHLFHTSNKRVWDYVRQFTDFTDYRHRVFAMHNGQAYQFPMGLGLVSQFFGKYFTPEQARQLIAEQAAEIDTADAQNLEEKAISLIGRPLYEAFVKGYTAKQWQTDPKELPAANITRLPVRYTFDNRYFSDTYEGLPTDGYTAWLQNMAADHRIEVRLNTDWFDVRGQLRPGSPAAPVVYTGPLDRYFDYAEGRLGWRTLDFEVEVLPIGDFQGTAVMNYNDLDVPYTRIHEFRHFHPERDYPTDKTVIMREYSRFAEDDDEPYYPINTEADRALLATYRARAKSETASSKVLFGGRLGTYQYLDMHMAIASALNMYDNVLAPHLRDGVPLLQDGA
Mtb FBA inh – Mtb FBA enzyme inhibitors, primary screen, biochemical, fluorescence, strain H37Rv | Fructose-bisphosphate aldolase (Mycobacterium tuberculosis (strain ATCC 25618 / H37Rv)), … | purified M. tuberculosis FBA, fluorescence read-out | inhibition, % at 1 µM | 2.3% of 360,000 active | AID 588726, 2011; in the data active means inhibition above about 27%;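 further: 0% = vehicle and 100% = reference inhibitor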
* hit, by the source's call; u = inconclusive; x = not tested or not shown; & = joins results of further samples.

SMILES	PrPC TRFRET	GDH-TPI counter	Rv3671c protease	MazF activator	FadD28 binding	BoNT F protease	Mtb BioA inh	Mtb UGM inh	Mtb FBA inh
O=C(NCCNc1ccc([N+](=O)[O-])cc1)c1cc(F)c(F)cc1Cl	-10	13	4	0	-3.9	u	2.1	0.9	-3
CSc1ccc(CN2CCC(C)(Oc3ccccc3)C2)cc1 (stereo not given)	-2	3	x	x	0.1	-4	0.4	x	0
O=C(Nc1ccc(Cl)cc1)OCc1cc(-c2ccccc2)on1	1	0	8	-2	-0.1	6	x	-1.2	1
Cc1nc2ccccc2c2nc(NC(=O)C(F)(F)F)nn12	3	-22	7	10	-2.3	3	x	-0.1	2
O=C(/C(=C(\[O-])c1ccccc1)[n+]1ccc2ccccc2c1)c1ccccc1	-2	12	-9	4	-1.2	-18	x	1.3	0
COc1ccc(NC(=O)CSc2nc(O)cc(=O)n2-c2ccc(OC)cc2)cc1	9	-8	-50	2	-3.5	-14	x	7.4	-2
O=C(CCC(=O)Nc1ccccc1Cl)N/N=C/c1c[nH]c2ccccc12	7	4	-2	-12	2.7	-13	0.2	-1.2	3
CCO[C@H]1OC(C(=O)N2CCOCC2)=C[C@@H](c2ccc(C(F)(F)F)cc2)[C@@H]1CCCO	-4	4	3	6	-2.9	2	0.2	3.3	4
COc1ccc(-n2ccc(-c3nn(-c4cccc(C(F)(F)F)c4)ccc3=O)n2)cc1	-8	14	0	8	-3.0	0	13	0.4	-1
O=C(O)CCn1c(=O)n(CCC(=O)O)c(=O)n(CCC(=O)O)c1=O	-4	4	5	-20	-0.9	1	-2.0	0.1	1
COc1ccc(OC)c2[nH]c(C(=O)N3CCC(C(=O)O)CC3)cc12	-4	11	-1	6	0.4	1	-3.5	0.4	2
c1ccc(SCCCCNC2CCCC2)cc1	-3	3	-10	7	-1.9	-5	x	-0.6	0
Cc1nnc(SC(C)C(=O)Nc2c(C)n(C)n(-c3ccccc3)c2=O)n1N (stereo not given)	-5	-1	3	-3	-1.0	3	x	-0.7	-1
COc1ccc(Br)cc1/C=N/N1CCN(Cc2ccccc2Cl)CC1	7	-2	-4	1	-2.5	u	-0.6	1.4	1
COC(=O)c1ccc(Cn2c(C)c(C(=O)NCc3ccc([N+](=O)[O-])cc3)sc2=O)o1	-20	2	x	x	-2.4	-8	1.9	x	-3
COc1ccc(C(=O)NCc2ccc(F)cc2)cc1S(=O)(=O)N1CCCC1	-6	1	x	-1	5.8	12	-1.1	x	-1
COc1cccc(N=NC2C(=O)N(C(N)=S)N=C2C)c1 (stereo not given)	-15	28	-2	-3	2.2	-16	x	1.7	-12
O=C(C[C@@H]1C/C=C\CC[C@H](Cc2ccc(F)cc2)C(=O)OC[C@@H]2CCCN2C1=O)NCCO	-13	4	2	1	-2.9	6	-2.7	3.7	1
COC(=O)C1=CNC=C(C(=O)OC)C1c1cccc(OC)c1	-1	4	6	5	-1.6	-1	-2.0	1.5	195*
COC(=O)CNC(=O)CSc1nnc(C)c(=O)[nH]1	0	2	5	-4	-3.5	2	-1.9	-1.4	-3
Cc1ccc(Cn2c(SCC(=O)N/N=C/c3ccc(C)o3)nc3ccccc32)cc1	1	17	-1	-4	1.0	-25	0.2	5.7	-1
CCCCCn1nc(C(=O)OCC(=O)c2c(N)n(C)c(=O)n(C)c2=O)c2ccccc2c1=O	7	-2	-7	4	-2.7	-2	0.4	-0.4	2
N#Cc1ccccc1NC(=O)COC(=O)c1c[nH]c2ccccc12	0	6	x	10	-3.2	x	-1.4	x	6
O=C(c1sccc1-c1ccccc1)N1CCN(S(=O)(=O)c2ccccc2F)CC1	3	10	-1	-4	-1.5	10	0.3	-1.1	8
O=c1oc2ccccc2n1CCc1ccccc1	8	10	-4	-5	1.0	x	-1.1	1.8	5

Individual results from the entries so far:
Cc1nc2ccccc2c2nc(NC(=O)C(F)(F)F)nn12 – Rv3671c protease = 7
c1ccc(SCCCCNC2CCCC2)cc1 – Mtb UGM inh = -0.6
N#Cc1ccccc1NC(=O)COC(=O)c1c[nH]c2ccccc12 – Mtb BioA inh = -1.4
O=C(/C(=C(\[O-])c1ccccc1)[n+]1ccc2ccccc2c1)c1ccccc1 – MazF activator = 4
O=C(CCC(=O)Nc1ccccc1Cl)N/N=C/c1c[nH]c2ccccc12 – Mtb UGM inh = -1.2

(next part)
SMILES	PrPC TRFRET	GDH-TPI counter	Rv3671c protease	MazF activator	FadD28 binding	BoNT F protease	Mtb BioA inh	Mtb UGM inh	Mtb FBA inh
C[C@@H]1CN([C@@H](C)CO)C(=O)c2cc(C#Cc3ccccc3)cnc2O[C@H]1CN(C)C(=O)c1ccccc1F	2	11	x	3	-2.7	-9	1.1&2.9&-0.3	x	-2
Cc1cc(Cl)ccc1OCC(=O)NNC(=O)c1cccs1	4	3	-5	0	-2.6	-4	0.0	-0.4	1
Nc1nc(N2CCCCC2)nc(N2CCCCC2)n1	-2	-10	7	4	-3.4	-5	-0.3	0.1	1
COc1ccc(CN2CCC(C(N)=O)CC2)cc1OCc1ccccc1	-9	-3	10	13	-0.1	u	3.3	-3.0	3
Cc1[nH]c(=O)[nH]c(=O)c1/C=C/C(=O)O	-2	0	-5	0	-1.8	-1	-0.7	-1.1	-1
COc1ccc(OC)c(Nc2ncnc3ccc(Br)cc23)c1	6	8	17	15	-1.8	-40	-1.0	-1.2	0
O=C(O)c1cccc(S(=O)(=O)N2CCN(Cc3ccc4c(c3)OCO4)CC2)c1	-3	-5	-2	5	-2.0	-4	-1.1	-3.2	2
N#CCc1nn2c3c(cnc2c1C#N)C(=O)CCC3	9	18	-16	-11	0.3	-4	1.6	1.2	1
COc1ccccc1CNC(=O)COC(=O)c1ccccn1	-2	-1	3	2	-3.7	x	0.3	-1.3	-1
O=C1/C(=C\c2ccc(Br)cc2)SC(=S)N1NS(=O)(=O)c1ccccc1	-8	-3	-1	4	-2.5	-3	-0.9	-2.8	-1
Cc1ccc(NC(=O)CNC(=O)c2ccc(C)s2)nc1	-3	3	9	2	-2.4	3	-0.5	0.2	-3
Cn1c2ccccc2c(=O)c2c(=O)n(-c3ccc(F)cc3)c(-c3cccs3)nc21	-7	16	-3	39	0.0	-10	x	0.1	3
CCCCNC(=O)C1(C)CCN1C(=O)c1cc2ccccc2s1 (stereo not given)	4	12	x	x	0.0	1	0.4	x	1
O=C(O)CS(=O)(=O)CC(=O)O	-1	-5	3	-20	-0.4	5	-1.1	-0.7	0
Cc1ccccc1-n1c(C)nnc1SCC(=O)NNC(=O)c1ccccc1	8	-3	-1	-2	-2.8	0	x	0.8	-3
CCOC(=O)C1(C)CCCN(C(=O)c2cccc3ccccc23)C1 (stereo not given)	0	11	x	x	-0.1	2	-0.8	x	7
Clc1cccc(/C=N/N2CCN(Cc3ccccc3)CC2)c1	-5	3	-2	-2	u	u	1.0	1.8	-1
COc1ccc(C(=O)N2CCCCC2c2cc(C(=O)Nc3ccc(OC)cc3C)no2)cc1 (stereo not given)	-1	-14	x	x	-3.6	0	-0.6	x	-1
CCOC(=O)c1c(NC(=O)/C=C/C(=O)O)sc(C)c1-c1ccc(Cl)cc1	20	17	-8	-8	-6.7	0	x	1.4	-3
CC1(C)C(=O)Nc2ccccc2N1C(=O)COC(=O)C12CC3CC(CC(O)(C3)C1)C2	7	-2	-14	7	-0.6	-7	-0.9	-2.7	2
CCCCNC(=O)N1CCN(C(=O)C2CCCO2)CC1 (stereo not given)	-3	8	2	-7	-1.2	3	-6.7	0.3	2
O=C(COC(=O)CNC(=O)c1ccccc1)Nc1ccc(S(=O)(=O)N2CCOCC2)cc1	3	-2	-2	3	-19	-6	x	0.9	3
CCN(CC(=O)NCc1ccc(F)cc1)C(=O)COc1ccccc1[N+](=O)[O-]	-4	7	15	0	0.3	3	0.8	2.3	1
CCOc1ccc(/C=N/NC(=O)C(=O)NCc2ccco2)cc1	4	33*	-2	-19	-3.7	4	x	2.6	-1
Cc1nn(Cc2ccccc2)c(C)c1C(=O)NCCN1C(=O)S/C(=C\c2ccccc2)C1=O	-1	21	-4	-4	-0.4	-6	0.1	3.1	0

An excerpt from above with just BoNT F protease:
compound	BoNT F protease
Cc1cc(Cl)ccc1OCC(=O)NNC(=O)c1cccs1	-4
Nc1nc(N2CCCCC2)nc(N2CCCCC2)n1	-5

Next section.
SMILES	PrPC TRFRET	GDH-TPI counter	Rv3671c protease	MazF activator	FadD28 binding	BoNT F protease	Mtb BioA inh	Mtb UGM inh	Mtb FBA inh
COc1ccc(C(C#N)=Cc2ccc(OC)c(OC)c2)cc1	6	19	x	0	-3.0	-4	1.9	x	3
Cn1c(=O)c2cc(S(=O)(=O)NC(C(=O)NC3CCCCC3)c3ccccc3)ccc2n(C)c1=O (stereo not given)	-5	-8	x	5	-2.3	-3	0.5	x	0
CC(C)C(=O)NC(NC(=S)NC1CCS(=O)(=O)C1)C(Cl)(Cl)Cl (stereo not given)	3	5	1	-5	-0.8	0	-0.7	-0.4	3
CN1CCN(c2nc3c(c(=O)n(C)c(=O)n3C)n2Cc2ccc(Cl)cc2)CC1	4	10	-1	6	0.1	7	1.2	-0.1	-2
Nc1c(C(=O)O)sc2nc(-c3ccccc3)cc(-c3ccc(F)cc3)c12	0	18	3	-8	-0.4	-2	x	-1.0	4
CCN(C(=O)COC(=O)/C=C/c1ccco1)C1CCCCC1	-8	10	6	3	0.5	-3	-2.7	4.7	3
COc1ccc(/C=N/NC(=O)CN2CCSCC2)c(OC)c1	6	16	-4	3	0.4	4	6.5	0.5	1
O=C(CN1C(=O)/C(=C2/SC(=S)N(CCS(=O)(=O)O)C2=O)c2ccccc21)Nc1cccc(C(F)(F)F)c1	-1	4	-6	-31	-2.6	-1	0.8	0.1	-7
Cc1cc(C)nc(SC2CC(=O)N(c3ccc(C)c(C)c3)C2=O)n1 (stereo not given)	7	11	2	6	-0.8	-21	0.0	0.4	0
O=C(/C=C/c1cccnc1)c1ccccc1O	9	6	-3	8	-2.5	-15	-1.8	-5.6	4
O=C(Nc1ccc(Cl)cn1)C1CCN(S(=O)(=O)c2cccs2)CC1	1	11	1	-2	-0.8	-7	-3.6	1.4	2
COc1ccc(CNC(=O)C2CCN(S(=O)(=O)c3cccnc3)CC2)cc1	1	7	-4	10	3.4	2	-2.1	1.6	0
CN(C)CCNC(=O)c1sc2cccc(F)c2c1Cl	2	-1	7	9	-3.4	0	2.1	0.4	2
Cc1cc(-c2onc(C)c2C(=O)Nc2ccc(C(F)(F)F)cc2)no1	1	-3	3	6	-2.2	u	-1.3	-1.0	0
C=Cn1ccnc1P(O)(=S)c1nc(C)c(CCOC(C)=O)s1 (stereo not given)	5	2	5	2	-1.7	-1	x	2.1	7
CC(C)CCNC(=O)NC(=O)COC(=O)CCN=C1NS(=O)(=O)c2ccccc21	0	-6	10	4	-4.3	5	x	3.0	-1
C=CCNC(=S)Nc1ccc(Cl)cc1F	11	0	4	6	-4.4	-3	x	0.1	-6
COc1ccc(-c2cc3c(=O)n(CC(=O)NCc4ccc(C)cc4)ncn3n2)cc1	7	6	-13	-81	-1.5	-11	0.0	-2.4	4
Cc1c(Br)c(O)c(Br)c(O)c1/C=N/n1c(-c2ccccc2)n[nH]c1=S	x	19	-7	-3	21*	-6	6.4	0.3	3
O=C1CN(C(=O)COc2ccc([N+](=O)[O-])cc2Cl)c2ccccc2N1	-12	10	6	-15	-2.5	0	-1.3	-5.1	0
Oc1ccc(C(c2nnnn2C2CCCC2)N2CCc3ccccc3C2)cc1 (stereo not given)	0	14	0	-10	-2.4	u	-2.4	-0.1	2
Cc1cccc(N(CC(=O)Nc2ccc(CC#N)cc2)S(C)(=O)=O)c1	-2	-1	4	7	0.4	-19	-1.6	1.5	0
CC(=O)N1CCN(C(=O)COc2ccc(N(C)S(=O)(=O)c3cccs3)cc2)CC1	1	12	3	-6	-1.3	-7	x	4.6	0

Screens from PubChem BioAssay.
